Source: PubChem (National Center for Advancing Translational Sciences (NCATS))
RORg inh – ROR gamma (mouse) transcription inhibition | Drosophila S2 Gal4-RORgamma UAS-luciferase reporter, 20 h | AID 2551 | 310,000 compounds, 5.4% hits | P51450 | Potency, µM (doses to about 53.6 µM), for the others: top-dose activity change, negative = inhibition, usual class: inhibitors; also: potency is read from the fitted curve at half-maximal effect; nearly all actives have a fitted effect of over 60% in size
Target sequence (P51450 whole entry, looked up, the tested form may be a part): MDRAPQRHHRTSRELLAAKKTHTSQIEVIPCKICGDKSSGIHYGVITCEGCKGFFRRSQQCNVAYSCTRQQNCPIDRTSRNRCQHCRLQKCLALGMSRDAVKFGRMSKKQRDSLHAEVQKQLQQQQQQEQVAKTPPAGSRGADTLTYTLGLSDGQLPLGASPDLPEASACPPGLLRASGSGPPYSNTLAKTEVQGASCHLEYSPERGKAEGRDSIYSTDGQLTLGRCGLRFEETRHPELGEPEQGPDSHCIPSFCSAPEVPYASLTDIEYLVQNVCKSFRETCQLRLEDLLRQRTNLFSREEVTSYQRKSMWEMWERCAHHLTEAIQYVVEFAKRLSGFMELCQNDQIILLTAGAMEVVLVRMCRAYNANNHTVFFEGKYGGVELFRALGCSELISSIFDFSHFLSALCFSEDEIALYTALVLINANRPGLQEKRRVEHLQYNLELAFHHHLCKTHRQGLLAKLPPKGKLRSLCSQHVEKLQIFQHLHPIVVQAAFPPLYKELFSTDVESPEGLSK
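Drosophila Schneider cells stably carrying a metallothionein-driven Gal4 DBD–ROR gamma fusion and a UAS-Photinus luciferase reporter were exposed to compound for 1 hr, then induced with copper sulfate (700 uM final) for 20 hr at ambient temperature before luminescence reading.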
VP16 counter – counter-screen for ROR gamma inhibitors: Gal4-VP16 reporter | Drosophila S2 Gal4-VP16 UAS-luciferase, luminescence, 20 h | Potency, µM (titrated, usually from 53.6 µM), for inactives: at the top dose activity, negative = inhibition, actives largely listed as inhibitors | 310,000 compounds, 3.5% hits | AID 2546;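 also: Gal4-VP16 expression switched on by copper sulfate through the metallothionein promoter; potency is read from the fitted curve at half-maximal effect; nearly all actives have a fitted effect of over 50% in size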
FBPA coupling cs – coupling enzyme interference in Giardia aldolase counter-screen; activity change, negative = inhibition, % at 58.2 µM, hits read low; coupling enzyme system counterscreen, AmpLite Red fluorescence; 290,000 compounds, 0.67% hits; in the data active = activity change below about -30%
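Fluorescence at 525 nm excitation and 598 nm emission measured inhibition of the coupled detection system without aldolase. Compounds (at 57.5 uM final) were preincubated 10 min at room temperature with coupling enzyme reagent before a 20 min substrate/AmpLite Red step.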
The depositor's hits bear a star; u = inconclusive; & = joins results of further samples; [ ] = dose if it differs, or a comment. Unless noted, calls follow the shape of the dose curve; as a rule, active = well fitted curve in the direction sought with a large enough effect; inconclusive = small, poorly fitted or top-dose-only effect, or another doubt; inactive = no such curve, though single readings can be large; an effect the other way counts as inactive or inconclusive. % is scaled to controls: 0 for no effect and ±100 for the full control effect.

Values run as follows: RORg inh	VP16 counter	FBPA coupling cs
CSCC[C@H](NC(=O)[C@H](CCCNC(=N)N)NC(=O)[C@H](Cc1ccc(O)cc1)NC(=O)[C@@H]1CCCN1C(=O)CNC(=O)[C@H](CCC(=O)O)NC(=O)[C@H](CC(=O)O)NC(=O)[C@H](CCCCN)NC(=O)[C@H](CCCCN)NC(=O)[C@H](CCC(=O)O)NC(=O)[C@H](C)N)C(=O)N[C@@H](CCC(=O)O)C(=O)N[C@@H](Cc1cnc[nH]1)C(=O)N[C@@H](Cc1ccccc1)C(=O)N[C@@H](CCCNC(=N)N)C(=O)N[C@@H](Cc1c[nH]c2ccccc12)C(=O)NCC(=O)N[C@@H](CO)C(=O)N1CCC[C@H]1C(=O)N1CCC[C@H]1C(=O)N[C@@H](CCCCN)C(=O)N[C@@H](CC(=O)O)C(=O)O
→ 10.4%	5.2%	1.9
COC(=O)[C@H](COC(C)(C)C)NC(=O)O[C@@H]1C(=O)c2cc(OC)ccc2O[C@H]1c1cccc(OC)c1
→ 13.5%	-22.3%	0.2
O=S(=O)(c1ccccc1)N1CCC[C@@]2(CCN(Cc3nccs3)C2)C1
→ 44.4%	-9.2%	1.6
COc1ccc([C@@H]2CC(=O)c3c(O)cc(O[C@@H]4O[C@H](CO)[C@@H](O)[C@H](O)[C@H]4OC4O[C@@H](C)[C@H](O)[C@@H](O)[C@H]4O)cc3O2)cc1O (some centres undefined)
→ 0.2%	-0.7%	0.9
COc1cccc(CS(=O)(=O)c2nnnn2-c2ccccc2)c1
→ 7.08µM*	-28.0%	1.8
COc1cccc(-c2cncnc2NCc2ccc(OC)cc2OC)c1
→ u	-3.5%	-0.1
NC(N)=NCCC[C@@H](N)C(=O)NCC(=O)N[C@@H](CC(=O)O)C(=O)N[C@@H](Cc1c[nH]c2ccccc12)C(=O)O
→ 27.9%	2.4%	-0.7
CCN(CC)CCCC(C)n1c(-c2ccccc2)nc2c(NCCOC)nc(C)nc21 (centres undefined)
→ -36.1%	-3.9%	4.2
CCCCCCCC/C=C\CCCCCCCC(N)=O
→ 0.7%&-1.8%&-12.0%	-4.2%&-7.0%&-3.8%	2.9&1.1&0.8
c1ccc2c(-n3ccnc3)nc(-c3ccoc3)nc2c1
→ -41.1%	-18.8%	4.1
Cc1ccc([S+](=O)([O-])N(c2ccccc2)[S+](=O)([O-])C(F)(F)F)cc1
→ -20.6%	-2.9%	-0.3
N#Cc1cccc(-c2nc3cnc(N4CCOCC4)nc3n(C3CC3)c2=O)c1
→ -22.4%	-6.6%	3.1
COc1ccc(C(=O)N(O)c2ccccc2)cc1
→ u	u	0.0
COc1ccc2c(c1)C(c1ccc(C)cc1)CC(=O)O2 (centres undefined)
→ 2.4%[96.6 µM]	19.6%[96.6 µM]	4.5
CN(Cc1ccco1)c1ncnc2ccc(-c3ccccc3C#N)cc12
→ -5.0%	-0.4%	2.2
Nc1nc2c([nH]c(=O)n2C2OC(CO)C(O)C2O)c(=O)[nH]1 (centres undefined)
→ 4.7%	-11.8%	2.9
COCCNc1nc(-c2ccccc2CN(C)C)nc2ccccc12
→ -32.0%	-7.6%	1.9
O=C(c1ccco1)N1CCC2(CC1)CCN(c1ccncc1)CC2
→ 11.3%	0.7%	3.4
CC12CC[C@@](C(=O)O)(C(=O)C1=O)C2(C)C
→ 14.9%	2.1%	3.2
CN(C)Cc1ccccc1-c1cc(-n2ccnc2)ncn1
→ 16.9%	7.7%	0.9
COc1cccc(-c2nc(N3CCNCC3)c3ccccc3n2)c1
→ 19.6%	-3.6%	0.2
COC(=O)CC1Oc2cc3oc4c5ccccc5oc(=O)c4c3cc2O1 (centres undefined)
→ u	-8.3%	2.9
COCCn1c(=O)c(CCc2ccccc2)nc2cnc(N3CCNCC3)nc21
→ 2.0%	-4.7%	1.5
COC(=O)N1[C@H](Cc2ccccc2)C=C[C@]1(C)C(=O)NCc1ccc(N(C)C)cc1
→ 1.3%	-23.3%	0.4
COc1ccc2c(c1)OC/C(=C/c1ccc(O)c(O)c1)C2=O
→ 24.6%	u	-0.7
N[C@@H](Cc1cc(CP(=O)(O)O)cc(-c2ccccc2Cl)c1)C(=O)O
→ 1.3%&-13.6%	-6.5%&-4.8%	1.8&1.9
CC(=O)c1ccc(OC2C=CC(c3ccc(Cl)cc3)OC2CO)cc1 (centres undefined)
→ 21.4%[10 µM]	-4.3%[10 µM]	2.0
COc1ccc(COC(=O)N/N=C2/C[C@@H](O)[C@@H](O)[C@@H]3[C@@H]4C(=O)N(Cc5ccccc5)C(=O)[C@H]4CC[C@H]23)cc1
→ -32.6%[10 µM]	-8.8%[10 µM]	2.6
N#CCCn1c(=O)c(-c2ccc(F)cc2)nc2cnc(Oc3cccc(Cl)c3)nc21
→ 4.0%	1.4%	1.8
C/C(CCN1CCCc2nc(C)c(C)cc21)=N\O[C@@H](C)CN1CCCCc2nc(C)c(C)cc21
→ 4.1%[10 µM]	-6.3%[10 µM]	-1.3
COc1cc(O)c(C(=O)c2ccccc2)cc1S(=O)(=O)O
→ -10.3%	7.9%	8.2
CNC1C(O)C(O)C(CO)O[C@H]1OC1C(O[C@@H]2C(O)C(O)[C@@H](N=C(N)N)C(O)C2N=C(N)N)OC(C)[C@]1(O)C=O (some centres undefined)
→ -8.7%	-3.5%	6.6
COC(=O)N1CCC2(CCCN(C(=O)Nc3ccccc3)C2)CC1
→ 16.0%	-1.0%	4.1
COC(=O)NC(CC(C)=O)c1cccc(C(F)(F)F)c1 (centres undefined)
→ -1.0%[10 µM]	2.4%[10 µM]	-2.0
O=C(N/N=C1/C[C@@H](O)[C@@H](O)[C@@H]2[C@@H]3C(=O)N(Cc4ccccc4)C(=O)[C@H]3CC[C@H]12)OCc1ccccc1
→ 3.1%[10 µM]	-6.3%[10 µM]	5.9
CCNc1ncc2nc(-c3cccs3)c(=O)n(CCc3ccccc3)c2n1
→ 3.7%	4.1%	-0.5
CSCC[C@@H]1NC(=O)[C@@H](NC(=O)[C@H](CCCNC(=N)N)NC(=O)[C@H](CC(C)C)NC(=O)[C@H](CCSC)NC(=O)[C@H](CC(=O)O)NC(=O)[C@H](Cc2ccccc2)NC(=O)[C@@H](N)CC(=O)O)CSSC[C@@H](C(=O)N[C@@H](Cc2c[nH]c3ccccc23)C(=O)N[C@@H](CCC(N)=O)C(=O)N[C@@H](Cc2ccc(O)cc2)C(=O)O)NC(=O)[C@@H]2CCCN2C(=O)[C@H](CCCNC(=N)N)NC(=O)[C@H](Cc2ccccc2)NC(=O)[C@H](C(C)C)NC(=O)[C@H](CCCNC(=N)N)NC(=O)CNC(=O)[C@H](CC(C)C)NC1=O
→ 21.1%	-4.9%	0.8
COC(=O)c1ccc(C(NC(=O)OCc2ccccc2)/C(=C/[C@@H](C)C(=O)NCc2cccnc2)c2cccnc2)cc1 (some centres undefined)
→ 14.9%	5.6%	1.3
O=C(c1cccc(F)c1)N1CCC2(CCCN(c3cccc(-c4ccccc4)c3)C2)CC1
→ 17.7%	-9.2%	2.2
O=c1[nH]c(=O)n(C2CC(O)C(CO)O2)cc1F (centres undefined)
→ -23.9%	-16.0%	-3.4
Cc1ccc(C2CC(=O)Oc3cc(C)c(Cl)c(C)c32)cc1 (centres undefined)
→ 27.2%	u	1.0
CCN1C(C)=C(C(=O)OC)C(c2ccccc2)N2C(=O)[C@](O)(C(=O)OC)CC(C#N)=C12 (some centres undefined)
→ -16.2%[10 µM]	10.3%[10 µM]	-0.7
CS(=O)(=O)N1CCC2(CCN(Cc3ccc(C#N)cc3)CC2)CC1
→ 8.6%	-2.4%	-0.3
CN(C)c1ncc2nc(-c3cc(F)cc(F)c3)c(=O)n(C3CC3)c2n1
→ 0.2%	-21.1%	3.0
FC(F)(F)c1ccccc1-c1cc(N2CCNCC2)ncn1
→ -6.6%	-6.6%	0.9
O=C(c1ccco1)N1CCC2(CCCN(c3ccncc3)C2)CC1
→ -12.0%	2.3%	3.4
C/C=C\C1=C(CO)C(=O)[C@@H]2OC2C1=O (some centres undefined)
→ u	-25.3%[10 µM]	-20.5
CCNCCCNCCCNCCCNCC
→ 18.6%	-18.4%	0.6
COC(=O)c1c(-c2cc(OC)c(OC)c(OC)c2)c2ccnc(OCc3ncccn3)c2c(=O)n1Cc1ccnc(C)c1
→ 7.0%	-16.5%	-1.7
CS(=O)(=O)N1CCC2(CC1)CN(C(=O)Nc1cccc(F)c1)C2
→ 0.9%	-5.4%	-0.6

Additional compounds:
Values run as follows: RORg inh	VP16 counter	FBPA coupling cs
C[C@@H]1OC(OC2CC[C@@]3(C)C(CC[C@@]4(C)C3CC=C3C5CC(C)(C)CC[C@]5(C(=O)OC5OCC(O)[C@@H](O)[C@@H]5OC5O[C@@H](C)[C@H](O[C@H]6OC(CO)C(O)C(O)C6O)C(O)C5O)C(O)C[C@@]34C)C2(C)C)C(O)C(O)[C@H]1OC1OCC(O)C(O)[C@H]1O (some centres undefined)
→ -19.9%	u	-0.4
COc1cccc(-c2nccc(NCc3cnc(C)cn3)n2)c1
→ 21.1%	4.1%	4.5
Cc1nc(N2CCOCC2)c2nc(-c3ccccc3)n(C(C)CN(C)C)c2n1 (centres undefined)
→ -1.3%	2.8%	0.1
CC(C)(C)OC(=O)NCCCC1=CC2=CC(=O)C(C)(OC(=O)CCc3ccccc3)C(=O)C2=CO1 (centres undefined)
→ 1.2%&10.4%	6.1%&-8.0%	-1.6&-3.8
CC(=O)OCC1OC(C#CCC2CCCCC2)C=CC1OC(C)=O (centres undefined)
→ u	-12.6%[10 µM]	3.4
CC(=O)N1CCC2(CCN(Cc3ccc(C#N)cc3)CC2)CC1
→ 2.3%	2.5%	-3.3
COc1ccc(COC(=O)N/N=C2/C[C@@H](O)[C@@H](O)[C@@H]3[C@H]4C(=O)N(c5ccc(F)cc5F)C(=O)[C@@H]4CC[C@H]23)cc1
→ -2.8%[10 µM]	-5.1%[10 µM]	4.1
Cn1cc(-c2nc3cnc(OCc4ccccc4)nc3n(CCC#N)c2=O)c2ccccc21
→ -19.6%	6.9%	3.0
[N-]=[N+]=Nc1nc2c(N)ncnc2n1C1OC(CO)C(O)C1O (centres undefined)
→ -33.3%	-7.5%	0.8
COc1ccc2[nH]cc(CCNc3ncnc4ccc(-c5ccccc5CN(C)C)cc34)c2c1
→ -11.3%	-10.0%	-1.3

In another format: 4 of the compounds above.
Compound | RORg inh | VP16 counter | FBPA coupling cs
Cc1nc(N2CCOCC2)c2nc(-c3ccccc3)n(C(C)CN(C)C)c2n1 (centres undefined) | -1.3% | 2.8% | 0.1
CC(C)(C)OC(=O)NCCCC1=CC2=CC(=O)C(C)(OC(=O)CCc3ccccc3)C(=O)C2=CO1 (centres undefined) | 1.2%&10.4% | 6.1%&-8.0% | -1.6&-3.8
CC(=O)OCC1OC(C#CCC2CCCCC2)C=CC1OC(C)=O (centres undefined) | u | -12.6%[10 µM] | 3.4
CC(=O)N1CCC2(CCN(Cc3ccc(C#N)cc3)CC2)CC1 | 2.3% | 2.5% | -3.3

Next section.
Values run as follows: RORg inh	VP16 counter	FBPA coupling cs
Cc1nc2cnc(OCc3ccccc3)nc2n(CCC#N)c1=O
→ 29.0%	-9.1%	-0.1
COc1ccc2[nH]cc(CCNc3ncncc3-c3ccccc3Cl)c2c1
→ 43.9%	-14.9%	-1.3
CC(C)=NO[C@@H](C)c1cn([C@@H]2COC[C@@H]2O)nn1
→ 0.6%[10 µM]	-5.7%[10 µM]	1.0
O=C(c1ccco1)N1CCC2(CC1)CCN(C(c1ccccc1)c1ccccc1)CC2
→ 24.1%	-6.9%	1.0
N[C@@H](Cn1c2c(c(=O)[nH]c1=O)CCC2)C(=O)O
→ 0.3%	-3.5%	2.2
Cc1noc(C)c1-c1cncnc1N1CCN(C)CC1
→ 9.1%	-6.4%	1.2
COCC1=C2c3ccccc3[C@H](C[N+](=O)[O-])C(C(=O)OC)(C(=O)OC)CC2C2C(=O)N(c3ccccc3)C(=O)C2C1 (some centres undefined)
→ -11.2%&-1.8%	4.2%&-1.5%	-0.3&0.1
Cn1cccc1C(=O)N1CCC2(CCCN(c3cccc(-c4ccccc4)c3)C2)CC1
→ 15.0%	-0.6%	0.1
c1csc(CNc2ccnc(-c3ccoc3)n2)c1
→ u	11.7%	-2.6
CC1(O)C(=O)C=C2C=C(c3ccsc3)OC=C2C1=O (centres undefined)
→ 0.0%	-7.4%	1.0
CC(C)C[C@H](NC(=O)[C@H](Cc1ccccc1)NC(=O)[C@@H]1CCCN1C(=O)[C@H](CC(=O)O)NC(=O)[C@@H]1CCC(=O)N1)C(=O)N[C@@H](CCCN=C(N)N)C(=O)N[C@@H](Cc1ccccc1)C(N)=O
→ 18.8%	-6.9%	1.9

This is a subset; the hit share may differ from the screen's.
